GPR151 ag – activators of human GPR151, primary screen, cell-based, PathHunter beta-arrestin, luminescence; activation, % at 11.2 µM; 1% of 650,000 active; PathHunter beta-arrestin GPR151 cells; AID 1508602, 2020; G-protein coupled receptor 151 (Homo sapiens), Q8TDV0; in the data active means activation above about 4.9%;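 further: 0% = median of compound wells and 100% = cells with positive control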
Target sequence (Q8TDV0 whole entry, looked up): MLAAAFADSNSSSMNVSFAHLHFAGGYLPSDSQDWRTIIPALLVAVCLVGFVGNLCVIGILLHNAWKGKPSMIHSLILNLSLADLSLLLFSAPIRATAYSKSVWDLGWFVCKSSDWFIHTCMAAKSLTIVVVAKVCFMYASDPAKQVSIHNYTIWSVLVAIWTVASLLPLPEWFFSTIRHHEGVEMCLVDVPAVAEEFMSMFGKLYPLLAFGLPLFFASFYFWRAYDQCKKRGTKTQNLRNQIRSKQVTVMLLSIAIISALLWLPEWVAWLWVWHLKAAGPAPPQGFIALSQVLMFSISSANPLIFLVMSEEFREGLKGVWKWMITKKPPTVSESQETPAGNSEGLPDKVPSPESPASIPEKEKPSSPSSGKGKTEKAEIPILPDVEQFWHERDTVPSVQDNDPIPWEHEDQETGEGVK
MITF inh – MITF inhibitors, primary screen, biochemical, AlphaScreen, human. AlphaScreen MITF homodimerization, bead proximity signal. 0.91% of 650,000 active. inhibition, % at 2.6 µM. Microphthalmia-associated transcription factor (Homo sapiens), O75030; in the data active means inhibition above about 50%;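 further: 0% = vehicle wells with protein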
FBW7 act – FBW7 E3 ligase activators, primary screen, biochemical, AlphaScreen, human | AID 1259310, 2017 | 0.13% of 650,000 active | normalized activity (activation), % at 26.1 µM | AlphaScreen FBW7–phospho-cyclin E peptide binding, activator screen; in the data active means normalized activity above about 1.9%;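 further: purified mutant Fbw7 with reduced substrate affinity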
Target sequence (Q969H0 whole entry, looked up): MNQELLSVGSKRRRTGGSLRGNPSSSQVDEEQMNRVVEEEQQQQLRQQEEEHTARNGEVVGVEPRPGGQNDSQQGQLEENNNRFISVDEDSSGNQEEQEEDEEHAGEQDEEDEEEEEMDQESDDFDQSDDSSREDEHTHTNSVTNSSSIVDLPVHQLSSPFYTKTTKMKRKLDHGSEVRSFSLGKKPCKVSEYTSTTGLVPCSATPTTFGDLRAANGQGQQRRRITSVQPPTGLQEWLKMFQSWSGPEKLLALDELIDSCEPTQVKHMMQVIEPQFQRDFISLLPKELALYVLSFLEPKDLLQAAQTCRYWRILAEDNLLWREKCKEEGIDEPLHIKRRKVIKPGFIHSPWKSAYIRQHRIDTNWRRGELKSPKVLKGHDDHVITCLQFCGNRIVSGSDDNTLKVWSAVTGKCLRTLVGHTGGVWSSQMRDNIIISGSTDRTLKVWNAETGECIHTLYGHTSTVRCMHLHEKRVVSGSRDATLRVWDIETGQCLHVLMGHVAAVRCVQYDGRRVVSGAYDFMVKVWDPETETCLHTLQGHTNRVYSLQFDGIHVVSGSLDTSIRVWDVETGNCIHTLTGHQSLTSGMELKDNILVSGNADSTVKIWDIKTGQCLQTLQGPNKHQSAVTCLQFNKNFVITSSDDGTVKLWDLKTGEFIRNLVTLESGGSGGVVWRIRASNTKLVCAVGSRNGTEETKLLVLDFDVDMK
TEAD-YAP block – TEAD-YAP interaction inhibition, primary screen, TEAD-YAP interaction inhibitor project, luminescence, HEK-TIYL cells | AID 1259422, 2018 | 1.4% of 640,000 active | inhibition, % at 9.12 µM | TEAD-Gal4/YAP UAS-luciferase luminescence; in the data active means inhibition above about 32%;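 further: 0% = median of test compound wells and 100% = reference inhibitor wells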
* hit, by the source's call.

COc1ccc(-c2nc3cc(NC(=O)c4cc(Cl)ccc4Cl)ccc3o2)cc1 was read as GPR151 ag 0.1, MITF inh 4.7, FBW7 act 0.0 and TEAD-YAP block -1.4.
`CC(=O)Nc1ccc(Nc2nc(-c3c(C)noc3C)nc3nc[nH]c23)cc1` gave GPR151 ag -0.4, MITF inh 16.2, FBW7 act 0.0 and TEAD-YAP block 0.9.
`O=C(CCCn1c2ccccc2c2cn[nH]c(=O)c21)N1CCOCC1` gave GPR151 ag 0.6, MITF inh -1.6, FBW7 act -0.1 and TEAD-YAP block 6.3.
`O=C(/C=C/c1cccc([N+](=O)[O-])c1)NCCN1CCOCC1` gave GPR151 ag 0.1, MITF inh 7.9, FBW7 act 0.1 and TEAD-YAP block 4.4.
Screening COCCCN1C(=O)C(=O)/C(=C(/O)c2ccc(C)cc2)C12C(=O)N(C)c1ccccc12 (configuration not stated) returned GPR151 ag 0.8, MITF inh 5.4, FBW7 act 0.0 and TEAD-YAP block 3.0.
CCCCOc1ccc(-c2nc(C=Nc3ccc(OC)cc3[N+](=O)[O-])c(O)o2)cc1 was read as GPR151 ag 1.2, MITF inh -2.4, FBW7 act 0.0 and TEAD-YAP block 1.3.
For COc1ccc(Nc2nnc(-c3cc4ccccc4oc3=O)s2)cc1 the results were GPR151 ag 4.8, MITF inh 5.6, FBW7 act 0.0 and TEAD-YAP block 4.7.
For Nc1cc2c(cc1C(=O)c1ccc(Br)cc1)OCCO2 the results were GPR151 ag 2.0, MITF inh 11.7, FBW7 act -0.2 and TEAD-YAP block 0.9.
CCc1ccc(NC(=O)c2cc(S(=O)(=O)NC(C)CC)ccc2F)cc1 (configuration not stated) was read as GPR151 ag -1.6, MITF inh -0.6, FBW7 act 0.1 and TEAD-YAP block -7.5.
For CCC(=O)N1CCN(c2nnc(-c3ccc(C)cc3)c3ccccc23)CC1 the results were GPR151 ag -1.1, MITF inh 10.1, FBW7 act 0.1 and TEAD-YAP block 6.0.
O=C(Cn1ccc([N+](=O)[O-])n1)N1CCCCCC1 was read as GPR151 ag -1.0, MITF inh -21.6, FBW7 act 0.0 and TEAD-YAP block 0.2.
O=C(CN1CCN(C2c3ccccc3-c3ccccc32)CC1)Nc1ccc(F)cc1F was read as GPR151 ag 1.7, MITF inh 2.9, FBW7 act 0.0 and TEAD-YAP block -2.2.
`CCOC(=O)C1CCCN(S(=O)(=O)c2cc(C(=O)Nc3ccc(CC)cc3)ccc2F)C1` (configuration not stated) gave GPR151 ag -0.1, MITF inh 10.1, FBW7 act 0.8 and TEAD-YAP block 1.4.
Screening Cc1ccc(CN[C@H]2C[C@H]3C(=O)N[C@@H](CCCCN)C(=O)N3C2)cc1C returned GPR151 ag 0.2, MITF inh -5.4, FBW7 act 0.1 and TEAD-YAP block -2.8.
For CCN1C(=O)C(CC(=O)Nc2ccccc2C)S/C1=N/c1nc2ccccc2s1 (configuration not stated) the results were GPR151 ag 0.7, MITF inh -0.8, FBW7 act 0.0 and TEAD-YAP block -2.9.

Overlap with the part before: 4 entries, then new ones.
O=C(CN1CCN(C2c3ccccc3-c3ccccc32)CC1)Nc1ccc(F)cc1F was read as GPR151 ag 1.7, MITF inh 2.9, FBW7 act 0.0 and TEAD-YAP block -2.2.
`CCOC(=O)C1CCCN(S(=O)(=O)c2cc(C(=O)Nc3ccc(CC)cc3)ccc2F)C1` (configuration not stated) gave GPR151 ag -0.1, MITF inh 10.1, FBW7 act 0.8 and TEAD-YAP block 1.4.
Screening Cc1ccc(CN[C@H]2C[C@H]3C(=O)N[C@@H](CCCCN)C(=O)N3C2)cc1C returned GPR151 ag 0.2, MITF inh -5.4, FBW7 act 0.1 and TEAD-YAP block -2.8.
For CCN1C(=O)C(CC(=O)Nc2ccccc2C)S/C1=N/c1nc2ccccc2s1 (configuration not stated) the results were GPR151 ag 0.7, MITF inh -0.8, FBW7 act 0.0 and TEAD-YAP block -2.9.
Cc1ccc(-c2c(C#N)c(N)nc3sc(C(=O)c4ccc(Cl)cc4)c(N)c23)cc1 was read as GPR151 ag -0.7, MITF inh 1.0, FBW7 act -0.3 and TEAD-YAP block -4.1.
Cc1ccc(NC(=O)C2CCC(CNc3c(N4CCC(C)CC4)c(=O)c3=O)CC2)cc1 (configuration not stated) was read as GPR151 ag 0.1, MITF inh 5.2, FBW7 act -0.1 and TEAD-YAP block -2.0.
For Cc1cc(C)cc(C(=O)NCc2nc(-c3ccccc3)no2)c1 the results were GPR151 ag -1.2, MITF inh 2.1, FBW7 act 0.0 and TEAD-YAP block 9.1.
`O=C(N/N=C/c1c[nH]c2c(C(=O)O)cccc12)c1ccco1` gave GPR151 ag 3.8, MITF inh 4.1, FBW7 act -0.1 and TEAD-YAP block -71.2.
Screening CCC(C)(C)NC(=O)C1CCN(c2nnnn2-c2ccccc2)CC1 returned GPR151 ag -0.8, MITF inh 10.4, FBW7 act 1.6 and TEAD-YAP block 4.2.
Screening O=C(NS(=O)(=O)c1ccccc1)c1cccc([N+](=O)[O-])c1 returned GPR151 ag 0.4, MITF inh -4.0, FBW7 act 0.1 and TEAD-YAP block 12.5.
Screening CCc1ccc(OCc2ccc(C(=O)NCc3ccncc3)cc2)cc1 returned GPR151 ag 0.6, MITF inh 13.4, FBW7 act 0.2 and TEAD-YAP block -31.1.
For C=CCc1cccc(/C=N/n2c(C)c3c(C)nnc(C)c3c2C)c1O the results were GPR151 ag -0.6, MITF inh 14.6, FBW7 act -0.3 and TEAD-YAP block 1.5.
For CC(C)c1ccc(/C=C/C(=O)N2CCN(c3ccc(F)cc3)CC2)cc1 the results were GPR151 ag 1.2, MITF inh 9.2, FBW7 act -0.1 and TEAD-YAP block 0.7.
Screening CC(=O)OC1c2cc(C)ccc2NC(c2ccc(Cl)cc2)C1(C)C (configuration not stated) returned GPR151 ag 1.4, MITF inh 8.4, FBW7 act 0.3 and TEAD-YAP block 14.3.
For COc1ccc(NC(=O)C2CC(=O)N(c3ccccc3F)C2)cc1 (configuration not stated) the results were GPR151 ag -0.5, MITF inh 12.2, FBW7 act 0.1 and TEAD-YAP block 11.5.
For CC(C)c1ccc(CN[C@H]2C[C@H]3C(=O)N[C@@H](Cc4ccc(Cl)cc4)C(=O)N3C2)cc1 the results were GPR151 ag 2.0, MITF inh 3.8, FBW7 act 0.0 and TEAD-YAP block -4.2.
C=CCc1cc(Cl)ccc1OCCNC was read as GPR151 ag -0.2, MITF inh 49.6, FBW7 act 0.1 and TEAD-YAP block 2.0.
O=c1c2c(-c3ccccc3)csc2ncn1-n1cccc1 was read as GPR151 ag 1.6, MITF inh -3.8, FBW7 act 0.1 and TEAD-YAP block -5.5.
Screening COC(CN1C(=O)C(O)=C(C(C)=O)C1c1cccnc1)OC (configuration not stated) returned GPR151 ag 2.3, MITF inh -2.4, FBW7 act 0.0 and TEAD-YAP block 3.7.

Reprinted at random: 3 records from the list
Screening CCC(C)(C)NC(=O)C1CCN(c2nnnn2-c2ccccc2)CC1 returned GPR151 ag -0.8, MITF inh 10.4, FBW7 act 1.6 and TEAD-YAP block 4.2.
Screening COC(CN1C(=O)C(O)=C(C(C)=O)C1c1cccnc1)OC (configuration not stated) returned GPR151 ag 2.3, MITF inh -2.4, FBW7 act 0.0 and TEAD-YAP block 3.7.
Cc1ccc(NC(=O)C2CCC(CNc3c(N4CCC(C)CC4)c(=O)c3=O)CC2)cc1 (configuration not stated) was read as GPR151 ag 0.1, MITF inh 5.2, FBW7 act -0.1 and TEAD-YAP block -2.0.

(cont.)
CC1CCCCC12NC(=O)N(CC(=O)NCCc1ccc(F)cc1)C2=O (configuration not stated) was read as GPR151 ag 0.8, MITF inh 8.3, FBW7 act 0.2 and TEAD-YAP block 10.4.
Cc1ccc(O)c(/C=N/NC(=O)C(O)c2ccccc2)c1 (configuration not stated) was read as GPR151 ag -0.2, MITF inh 16.4, FBW7 act -0.1 and TEAD-YAP block -1.6.
For CCC(C(=O)c1ccccc1)n1c(N2CCOCC2)nc2c1c(=O)n(C)c(=O)n2C (configuration not stated) the results were GPR151 ag -0.8, MITF inh 15.6, FBW7 act 0.2 and TEAD-YAP block 4.5.
CCOC(=O)c1c(C)n([O-])c2ccccc2[n+]1=O was read as GPR151 ag 0.5, MITF inh 13.7, FBW7 act 0.3 and TEAD-YAP block 8.0.
COc1cc2c3c(c1OC)C1(C=CC(=O)C=C1)CC3N(C(C)=O)CC2 (configuration not stated) was read as GPR151 ag 0.8, MITF inh 8.5, FBW7 act 0.2 and TEAD-YAP block 1.3.
O=[N+]([O-])c1ccccc1S(=O)(=O)N1CCN(Cc2cccc3ccccc23)CC1 was read as GPR151 ag -1.0, MITF inh 48.5, FBW7 act 0.5 and TEAD-YAP block -0.5.
COc1ccc(C(C)=O)cc1CSc1nc2ccccc2c(=O)n1CCC(=O)NCCc1ccc(OC)c(OC)c1 was read as GPR151 ag 0.7, MITF inh -3.9, FBW7 act 0.0 and TEAD-YAP block -6.2.
For Cc1cccc(N2CCN(c3ncnc4c3c(-c3ccccc3)cn4-c3cccc(Cl)c3)CC2C)c1 (configuration not stated) the results were GPR151 ag -0.2, MITF inh 2.8, FBW7 act 0.0 and TEAD-YAP block -1.1.
CC1CCCCN1S(=O)(=O)c1ccc(Cl)c(C(F)(F)F)c1 (configuration not stated) was read as GPR151 ag 0.7, MITF inh 4.4, FBW7 act 0.0 and TEAD-YAP block -1.0.
`COc1ccc2c(C)nc(N3CCC(C(=O)NC4CCCc5ccccc54)CC3)nc2c1` (configuration not stated) gave GPR151 ag 1.4, MITF inh 21.6, FBW7 act 0.5 and TEAD-YAP block 2.2.
Screening CCOC(=O)c1nnn(-c2nonc2N)c1CN(CC)CC returned GPR151 ag 0.4, MITF inh 3.0, FBW7 act -0.1 and TEAD-YAP block -10.2.
Screening COc1cc(C)c(C)cc1S(=O)(=O)NCCOc1ccc(-c2ccc(F)cc2)nn1 returned GPR151 ag -0.3, MITF inh 14.0, FBW7 act 0.3 and TEAD-YAP block 9.9.
CCOC(=O)Cc1nnc2c(N(CC)c3ccccc3)nc3nonc3n12 was read as GPR151 ag -0.7, MITF inh 15.2, FBW7 act 0.0 and TEAD-YAP block -2.5.
Cc1ccc(C)n1CCCC(=O)Nc1ccc2c(c1)OCCO2 was read as GPR151 ag 0.9, MITF inh -0.9, FBW7 act 0.0 and TEAD-YAP block 59.0*.
`COCCNc1ccc2ncc(-c3ccc(Oc4ccccc4)cc3)n2n1` gave GPR151 ag 0.6, MITF inh -5.2, FBW7 act 0.2 and TEAD-YAP block 5.3.
c1ccc(CN2CCC(NCc3ccncc3)CC2)cc1 was read as GPR151 ag -1.0, MITF inh 62.5*, FBW7 act 0.0 and TEAD-YAP block -0.8.
Screening CCc1ccccc1-n1c(SCC(=O)N2CCCC2)nc2n[nH]c(C)c2c1=N returned GPR151 ag -0.9, MITF inh -7.3, FBW7 act -0.1 and TEAD-YAP block -10.6.
O=C(Nc1ccc(Cl)cc1Cl)C(Cc1ccc([N+](=O)[O-])cc1)N1C(=O)c2ccccc2C1=O (configuration not stated) was read as GPR151 ag 0.2, MITF inh 6.0, FBW7 act -0.1 and TEAD-YAP block 3.3.
Screening O=C(Nc1ccc(CN2CCOCC2)cc1)C(Cl)(Cl)Cl returned GPR151 ag 0.7, MITF inh 12.3, FBW7 act 0.4 and TEAD-YAP block -2.3.
`Cc1cc(C)nc(SCc2cnc(-c3ccccc3)o2)n1` gave GPR151 ag 0.0, MITF inh -5.8, FBW7 act 0.0 and TEAD-YAP block -15.4.
Screening CN(C)CC(C)(C)CNC(=O)C1CCN(Cc2ccccc2O)CC1 returned GPR151 ag 0.5, MITF inh 45.2, FBW7 act 0.6 and TEAD-YAP block 3.1.
CCOC(=O)N1CCN(S(=O)(=O)c2ccc(C(=O)Nc3c(C(=O)OC)sc4ccccc34)cc2)CC1 was read as GPR151 ag -0.1, MITF inh -5.2, FBW7 act -0.3 and TEAD-YAP block 7.8.
CCCc1cc(=O)[nH]c(SCC(=O)Nc2nnc(CC)s2)n1 was read as GPR151 ag 0.3, MITF inh 5.8, FBW7 act 0.8 and TEAD-YAP block -7.9.
`CC(C)OCCCNCc1cc2ccccc2nc1Cl` gave GPR151 ag -0.6, MITF inh 56.1*, FBW7 act -0.1 and TEAD-YAP block 5.5.
Screening Cc1ccc2nc(CN(C)C(C)c3ccc4c(c3)OCCO4)nc(N)c2c1 (configuration not stated) returned GPR151 ag 0.0, MITF inh 3.1, FBW7 act -0.2 and TEAD-YAP block -8.7.
`CN(CC(=O)OCC(=O)c1ccc2c(c1)OCCO2)S(=O)(=O)c1ccc(Cl)cc1` gave GPR151 ag -1.0, MITF inh -3.5, FBW7 act -0.1 and TEAD-YAP block 2.6.
Screening Cc1ccccc1-c1nc(CN2CCCC(C(=O)NCCCN3CCOCC3)C2)c(C)o1 (configuration not stated) returned GPR151 ag -0.4, MITF inh 2.5, FBW7 act -0.2 and TEAD-YAP block -6.4.
For O=c1[nH]c(/C=C/c2ccc3c(c2)OCO3)nc2ccccc12 the results were GPR151 ag -7.8, MITF inh 10.0, FBW7 act -0.1 and TEAD-YAP block 56.1*.
`O=C(NCCc1nnc2n1CCN(Cc1cc3ccccc3s1)CC2)c1ccoc1` gave GPR151 ag 0.0, MITF inh 1.2, FBW7 act 0.0 and TEAD-YAP block 8.4.
Screening CCN(CC)c1ccc(C2NN=C(Cc3ccccc3)S2)cc1 (configuration not stated) returned GPR151 ag -0.7, MITF inh 19.5, FBW7 act 0.1 and TEAD-YAP block 15.1.
Cc1cc(NC(=O)COC(=O)c2ccc(Cl)c(N)c2)ccc1Br was read as GPR151 ag 0.7, MITF inh 11.3, FBW7 act -0.1 and TEAD-YAP block 2.0.

Screening results deposited in PubChem by The Scripps Research Institute Molecular Screening Center.
